Bioassay records from PubChem BioAssay.
CCHF vOTU inh: CCHFV vOTU protease inhibition. inhibition, % at 11.5 µM. 0.55% of 370,000 active. Pep-AMC fluorescence; in the data active = inhibition above about 30%; note: 0% = vehicle wells with enzyme and 100% = no enzyme wells
Yp Topo-I inh: Y. pestis Topo-I inhibition via cleavage products | Y. pestis Topo-I cleavage product accumulation, plate reader | activity, % at 10 µM | 0.064% of 360,000 active | AID 504884; in the data active = activity above about 50%, passing the limit was not always enough; inconclusive = no clear call, values can overlap the other calls; note: inactives centre near 2
PrPC TRFRET: cell surface PrPC inhibition, primary TR-FRET screen; P04156; TR-FRET read-out; inhibition, % at 13.8 µM; 0.43% of 370,000 active; in the data active = inhibition above about 24%; note: 0% = median of the test wells and 100% = reference compound wells
TcdB GH inh: blocks C. difficile toxin B glycohydrolase activity | AID 652162 | TcdB glycohydrolase enzymatic assay, plate reader | inhibition, % at 9.99 µM | 0.24% of 350,000 active | P18177; in the data active = inhibition above about 10%
Anthrax LF inh2: anthrax lethal factor protease inhibition | multiplex microsphere protease cleavage assay, LF | inhibition, % at 10 µM | 0.12% of 360,000 active | AID 588501; note: plate controls were buffer without enzyme for full effect and enzyme alone for no effect
PfHsp40 yeast: compounds rescuing yeast from Plasmodium falciparum HSP40 toxicity | 0.68% of 340,000 active | S. cerevisiae expressing PfHsp40, growth rescue, ATP luminescence | growth rescue, % at 12.5 µM | AID 504582; in the data active = growth rescue above about 28%, passing the limit was not always enough; inconclusive = no clear call, values can overlap the other calls;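 note: yeast W303a lacking pdr1 and pdr3 grown in galactose medium; growth measured after three days at 30 °C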
BoNT-F LC inh: BoNT F light chain protease inhibition; 0.22% of 360,000 active; inhibition, % at 10 µM; AID 588497; Multiplex microsphere protease cleavage assay, flow cytometry; in the data active = inhibition above about 35%, passing the limit was not always enough; inconclusive = no clear call, values can overlap the other calls; note: plate controls were buffer without enzyme for full effect and enzyme alone for no effect
BoNT-A LC inh2: blocks Botulinum neurotoxin A light chain protease; multiplex microsphere protease substrate cleavage, flow cytometry; inhibition, % at 10 µM; 0.17% of 360,000 active; AID 588499; note: plate controls were buffer without enzyme for full effect and enzyme alone for no effect
FadD28 FP inh: blocks FadD28 binding to the bisubstrate probe; fluorescence polarization; inhibition, % at 12.5 µM; 0.22% of 360,000 active; in the data active = inhibition above about 8.5%, passing the limit was not always enough; inconclusive = no clear call, values can overlap the other calls
* marks the source's active call; other numbers are inactive results; ? = inconclusive; nt = not tested or not shown. Cut-off read from the data, not from the text of the source, unless noted: active = inhibition above about 30%; inconclusive = no clear call, values can overlap the other calls; inactive = below that.

SMILES	CCHF vOTU inh	Yp Topo-I inh	PrPC TRFRET	TcdB GH inh	Anthrax LF inh2	PfHsp40 yeast	BoNT-F LC inh	BoNT-A LC inh2	FadD28 FP inh
COc1cc(C(=O)COC(=O)C2CC2(Cl)Cl)cc(OC)c1OC (stereo not given)	-1	-1	-4	1.1	-6	0.6	-4	-0.7	-1.1
Cc1nc(CCN2C(=O)c3ccccc3C2=O)cs1	-6	6	-3	nt	nt	1.6	nt	nt	-0.8
Cc1cc(C)c2c3c(sc2n1)C(=O)N(c1ccccc1C)CC(=O)N3	1	2	-8	1.6	6	-0.5	1	-0.5	0.5
N#Cc1ccccc1NC(=O)CSc1nnc(-c2ccncc2)o1	12	-3	5	1.5	-9	-0.9	-9	-1.2	-1.2
O=C(Nc1ccc(NC(=O)c2cccs2)cc1)c1ccco1	8	-4	-6	nt	-2	0.7	-12	-0.1	-4.0
O=C(Cn1nnc(-c2ccccc2-n2cnnn2)n1)N1CCCCC1	-11	-1	2	nt	-1	0.5	6	-0.3	-2.9
O=C(C1CCCCC1)N1C[C@H](n2cc(-c3ccc(F)cc3)nn2)[C@@H](O)C[C@@H]1c1ccc(Cl)cc1	4	12	-5	0.6	-1	nt	-5	0.2	-4.2
NC(=O)CC(NC(=O)Cc1ccc(Cl)cc1)c1ccc(NCCCN2CCCC2=O)c([N+](=O)[O-])c1 (stereo not given)	0	0	-22	2.7	9	-0.6	-3	0.2	-0.2
COc1ccc(NC(=O)CN(C)C2=NS(=O)(=O)c3ccccc32)cc1Cl	4	-5	6	1.4	-4	-0.6	2	0.3	-0.3
O=C(NCc1cccnc1)NC1(C(F)(F)F)Oc2ccccc2O1	0	0	6	nt	5	0.5	1	0.1	-1.6
O=c1cc(-c2ccco2)nc(SCc2cccc(Cl)c2)[nH]1	-1	-6	1	-0.5	-4	1.9	-38	-0.5	-1.7
CCOC(=O)CSc1nnc(-c2ccccc2)c(-c2ccccc2)n1	-3	39	-3	-0.3	11	-0.7	-12	0.9	-0.1
O=C(CNC(=O)c1ccccc1)NC1(C(=O)NC2CCCCC2)CCCCC1	-14	3	1	-0.6	-5	0.8	-4	0.6	1.3
c1ccc2c(c1)Nc1cc3ccccc3cc1O2	-4	8	-2	0.7	0	-0.2	1	-0.1	-0.4
COc1cccc(CNC(=O)CCC2CCCN(C(=O)c3cccc(Cl)c3)C2)c1 (stereo not given)	8	13	-2	-0.8	-5	-1.6	-8	0.0	-0.8
O=C(CCCC(=O)OCC(=O)c1ccc(F)cc1)Nc1cc(C(F)(F)F)ccc1Cl	6	18	-5	nt	-2	-1.2	-6	?	-5.1
COc1ccccc1Nc1nnc(SCC(=O)NC2CC2)s1	2	-1	0	1.8	-2	-0.4	2	-1.3	-1.1
O=C(C1CCCN(Cc2ccccc2[N+](=O)[O-])C1)N1CCCC1 (stereo not given)	7	-3	7	1.3	3	0.2	-14	-1.7	0.8
Cc1ccc(-c2nc3cc(C)c(Br)c(C)n3c2CC(C)(C)C)cc1	12	nt	3	0.5	0	nt	1	0.2	-3.1
COc1cc(S(=O)(=O)N2CCCCCC2)ccc1Cl	-9	-7	-3	nt	1	0.0	-21	0.0	-0.8
CN1CCN(S(=O)(=O)c2ccc(F)cc2)CC1	9	2	3	-1.0	-2	nt	-1	-0.3	-2.9
O=C(NCCN1CCN(S(=O)(=O)c2ccc(F)cc2)CC1)C(=O)NCc1ccccc1	1	-9	-1	1.5	5	-1.9	1	-0.5	-2.7
COc1ccc(/C=N/OCC(=O)N2CCCC2)c(OC)c1	11	12	-1	0.0	-5	-1.3	-3	0.5	0.9
O=C(COC(=O)c1cc(S(=O)(=O)N2CCOCC2)ccc1F)NCc1ccc2c(c1)OCO2	-13	-3	4	0.4	-4	-1.8	3	-1.2	-0.2
Cc1cc(C)cc(NC(=O)c2cc(Cl)sc2Cl)c1	6	4	-3	nt	-2	-1.4	-11	-2.4	-5.0
CCCc1c(-c2ccc(Cl)cc2)ncn1Cc1ccccc1OC	11	nt	12	-1.2	0	nt	-3	0.1	nt
Cc1ccc(NC(=O)c2ccc3ccccc3n2)cc1S(=O)(=O)N1CCOCC1	2	12	-2	0.5	-2	1.0	0	0.2	-0.3
Cc1cc(=O)oc2c(N)c(O)ccc12	-1	3	-7	12*	-12	0.8	-10	-0.7	0.1
CC(C)OCCCn1c(SC(C)C(=O)NC2CC2)nc2ccccc2c1=O (stereo not given)	-2	4	2	-0.5	-3	0.5	-2	-0.5	-2.4
CCOC(=O)C1CCN(c2ncnc3c2oc2ccc(Br)cc23)CC1	9	38	-4	1.4	-2	1.3	0	-1.4	-2.4

Quoted from above for reference:
SMILES	CCHF vOTU inh	Yp Topo-I inh	PrPC TRFRET	TcdB GH inh	Anthrax LF inh2	PfHsp40 yeast	BoNT-F LC inh	BoNT-A LC inh2	FadD28 FP inh
Cc1cc(C)cc(NC(=O)c2cc(Cl)sc2Cl)c1	6	4	-3	nt	-2	-1.4	-11	-2.4	-5.0
CCCc1c(-c2ccc(Cl)cc2)ncn1Cc1ccccc1OC	11	nt	12	-1.2	0	nt	-3	0.1	nt
Cc1ccc(NC(=O)c2ccc3ccccc3n2)cc1S(=O)(=O)N1CCOCC1	2	12	-2	0.5	-2	1.0	0	0.2	-0.3
Cc1cc(=O)oc2c(N)c(O)ccc12	-1	3	-7	12*	-12	0.8	-10	-0.7	0.1
CC(C)OCCCn1c(SC(C)C(=O)NC2CC2)nc2ccccc2c1=O (stereo not given)	-2	4	2	-0.5	-3	0.5	-2	-0.5	-2.4
CCOC(=O)C1CCN(c2ncnc3c2oc2ccc(Br)cc23)CC1	9	38	-4	1.4	-2	1.3	0	-1.4	-2.4

Following part
SMILES	CCHF vOTU inh	Yp Topo-I inh	PrPC TRFRET	TcdB GH inh	Anthrax LF inh2	PfHsp40 yeast	BoNT-F LC inh	BoNT-A LC inh2	FadD28 FP inh
Cc1cccc(OCCCCN2CCNCC2)c1	0	5	-1	1.1	-6	-1.4	-4	-0.5	-1.7
CNC(=S)N1CCN(c2nc(-c3ccc(Cl)cc3)cs2)CC1	9	-1	7	0.2	nt	-0.3	nt	nt	-1.5
CCn1c(CN2CCOCC2)nnc1SCC(=O)Nc1ccccc1Cl	9	6	2	-1.0	-8	1.6	-9	-1.1	-0.3
CC(C)CC(=O)Nc1cccc2c1C(=O)N(c1ccccc1)C2=O	-2	1	-2	nt	-3	-1.6	-6	0.6	-3.5
CN1CCN(C(=O)c2ccc(C3SCC(=O)N3Cc3ccco3)cc2)CC1 (stereo not given)	8	-2	-4	nt	-2	0.7	18	1.4	-1.1
N/C(=N\OC(=O)COc1ccc2ccccc2c1Br)c1ccccn1	3	-2	59*	-1.9	-1	0.4	-2	-1.0	-2.3
O=C1C(=Cc2cccn2-c2ccccc2)C(=O)c2ccccc21	-1	0	1	nt	1	0.4	7	2.8	-3.7
COC(=O)c1ccc(Cl)c(NC(=O)c2cccc([N+](=O)[O-])c2C)c1	11	8	-5	0.6	5	0.1	-4	1.1	-0.2
N#C/C(C(=O)N1CCOCC1)=c1/s/c(=C\c2ccccn2)c(=O)n1-c1ccccc1	17	8	-3	1.2	-7	0.0	-1	-0.6	0.3
CCOC(=O)N1CCN(Cc2nc(N)nc(Nc3ccc(Oc4ccccc4)cc3)n2)CC1	5	-1	2	nt	-1	0.8	-7	-0.2	-2.9
COc1ccc(Cl)cc1NC(=S)N(CCN1CCOCC1)C1CCN(C(C)=O)CC1	-1	5	1	0.9	-5	-1.2	-14	-2.3	-1.1
O=C(O)c1cn(-c2ccc(F)c(F)c2)c2c(F)c(F)c(F)c(F)c2c1=O	-2	-1	0	nt	1	0.3	5	0.2	-2.8
COCCCN1C(=O)C(O)=C(C(C)=O)C1c1ccccn1 (stereo not given)	15	1	-7	nt	0	0.2	5	0.3	0.3
COc1ccc(CCNC(=O)CCCOc2cc(=O)n(C)c3ccccc23)cc1OC	1	6	-5	1.0	-2	-0.6	0	-0.3	-1.6
CCOc1ccccc1C(=O)N1CCOCC1	3	4	-3	nt	-1	12	5	-0.4	0.0
O=[N+]([O-])C1C(c2ccccc2)=NOC1c1ccccc1O (stereo not given)	-4	2	-9	-3.3	-6	-0.3	-22	-4.3	-3.8
CCN(CC)CCOc1ccc2c(c1)C(=NNC(=O)c1ccccn1)c1cc(OCCN(CC)CC)ccc1-2	-8	-35	-3	0.3	0	0.0	-11	-1.7	-2.2
O=C(NCc1ccccc1)c1onc(CSc2ccccc2)c1C(=O)NCc1ccccc1	-5	35	11	0.7	-11	2.1	-2	-0.2	-3.1
O=C(COC(=O)[C@@H]1CC(O)CN1S(=O)(=O)c1ccc(Cl)c(Cl)c1)NC(=O)NCc1ccccc1 (stereo not given in full)	10	10	-9	0.4	-7	1.6	-5	-0.2	-2.3
COc1cc(C)c(CN2CCN(C(=O)CCC(=O)c3ccc(C)s3)CC2)cc1OC	3	7	-4	-0.1	-5	nt	4	-0.3	-2.8
Cc1cc([N+](=O)[O-])nn1CCCC(=O)Nc1cc(Cl)ccc1Cl	9	0	-3	0.5	-8	-0.4	-11	-0.6	-3.6
COC(=O)COc1ccc(S(=O)(=O)N2CCc3ccccc3C2)cc1C	-4	21	-4	1.1	-9	0.7	-4	0.1	-3.8
CCCNc1[nH]c(=O)n(C)c(=O)c1N=O	12	7	-7	nt	5	0.8	6	-0.2	-1.3
CN(C)S(=O)(=O)c1ccc(C(=O)Oc2cc(=O)[nH]c3ccccc23)cc1	12	-9	-5	nt	3	-0.1	2	0.4	-1.0
CC(C)(C)OC(=O)N1CCC[C@H]1C(=O)N1CCC[C@H]1C(=O)NCc1ccncc1	14	nt	-3	1.9	4	nt	16	0.3	nt
COC(=O)c1ccc(SCc2cnc(Cl)s2)cc1	4	18	-2	0.9	-8	0.1	-8	-0.7	-1.1
CN(Cc1ccccc1)S(=O)(=O)c1ccccc1[N+](=O)[O-]	1	4	2	-1.8	-6	-0.5	6	0.7	-1.7
O=C(Nc1c(S(=O)(=O)c2ccc(Cl)cc2)csc1Br)c1ccccc1Cl	-5	-8	6	0.5	nt	0.3	nt	nt	-0.4
COc1ccc(-c2nc(-c3ccccc3)c(-c3cc([N+](=O)[O-])ccc3C)[nH]2)cc1O	9	-14	-12	nt	-5	-0.8	-3	0.1	5.9
CC(C)Oc1cccc(C(=O)C2CCCN(C(=O)c3ccc4c(c3)OCO4)C2)c1 (stereo not given)	5	12	7	-0.2	2	0.2	2	0.3	-3.8
COc1ccc(NC(=O)COC(=O)c2ccco2)c([N+](=O)[O-])c1	3	-4	-13	0.2	-1	-1.1	-4	-1.1	-0.5
C=CCSc1nnc(NC(=O)COc2ccc3ccccc3c2)s1	-6	5	2	0.3	-1	-0.9	1	0.0	-2.3
C#CC[N+](C)(C)CC#Cc1ccccc1	-3	17	4	-0.6	1	1.1	-3	-1.3	-0.6
O=C(O)CC1(C(=O)O)CCCC1	-12	1	0	4.9	2	-0.1	-3	-0.2	-2.1
COc1ccc(-c2cnc(C(O)c3ccc(OC)c(F)c3)[nH]2)cc1 (stereo not given)	-19	-3	12	0.3	-3	nt	0	0.4	-1.2
COc1ccccc1N1CCN(C(=O)c2noc(C(C)C)c2[N+](=O)[O-])CC1	nt	-1	nt	nt	0	-2.7	-2	1.4	0.1
CCOc1ccc2nc(N(CCN(C)C)C(=O)c3ccc4ccccc4c3)sc2c1	-5	20	-7	1.5	0	1.8	-5	-1.0	-2.3
Cc1ccc(S(=O)(=O)c2c(N)n(/N=C/c3ccco3)c3nc4ccccc4nc23)cc1C	-8	4	3	nt	-5	-0.3	0	0.7	-4.1
Cc1ccccc1N(C(=O)CCC(=O)Nc1ccccn1)C(C(=O)NC(C)C)c1ccc(O)cc1 (stereo not given)	8	6	-1	nt	-2	-0.5	4	0.2	-1.3
COc1cccc(C(=O)NC2CCCc3ccccc32)c1OC (stereo not given)	14	6	8	1.3	-6	0.2	14	-0.9	0.2
CC(C)(C)NC(=O)C(c1cccs1)N(C(=O)C(=O)NC1CCCC1)c1ccccc1F (stereo not given)	4	8	0	0.8	-6	-1.4	-6	-0.2	-1.7
O=C(CSc1nc(-c2ccccc2)ns1)NCC1CCCO1 (stereo not given)	7	6	-2	0.0	nt	-1.5	nt	nt	-2.0
CCNC(=S)NCC	2	7	-4	1.2	0	1.7	13	0.2	-4.2
